# Compound activity deposited in PubChem by National Center for Advancing Translational Sciences (NCATS).
# GLP-1R agonist: GLP-1 receptor (human) agonism | 0.007% of 380,000 active | P43220 | AID 624172 | Potency, µM (doses to about 45.6 µM), inactives show at the top dose activation, actives largely listed as activators | HEK293 GLP-1R CRE-luciferase, luminescence, 4-6 h; cells express a hypersensitive GLP-1R form; note: potency is the fitted concentration of half-maximal effect; % of control where 0% means no effect
# DRD3 antagonist: blocks the human D3 dopamine receptor; P35462; D3R cells, DiscoveRx beta-arrestin luminescence, antagonist mode; active compounds read low; max response, negative = inhibition, %; 2.5% of 360,000 active; in the data active = max response below about -50%; inconclusive = no clear call, values can overlap the other calls; note: % is set by controls: 0 for no effect and ±100 for the full control effect; mostly tested at two doses, the higher about 12 µM
# Target sequence (P35462 whole entry, looked up): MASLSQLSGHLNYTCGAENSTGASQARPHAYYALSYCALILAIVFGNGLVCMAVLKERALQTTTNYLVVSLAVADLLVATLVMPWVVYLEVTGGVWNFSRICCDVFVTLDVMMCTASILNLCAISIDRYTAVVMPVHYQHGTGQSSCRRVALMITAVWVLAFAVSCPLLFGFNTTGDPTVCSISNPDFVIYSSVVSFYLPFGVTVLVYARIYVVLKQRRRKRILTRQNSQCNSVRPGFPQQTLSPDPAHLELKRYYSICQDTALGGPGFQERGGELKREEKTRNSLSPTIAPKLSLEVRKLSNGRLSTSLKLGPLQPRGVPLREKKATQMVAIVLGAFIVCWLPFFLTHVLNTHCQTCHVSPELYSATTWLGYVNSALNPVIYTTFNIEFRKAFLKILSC
#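 Cells expressing the human receptor were seeded at 1500 cells/well, incubated overnight at 37 degrees C in 5% CO2, then exposed to library compounds with dopamine controls for 90 minutes at 37 degrees C before luminescent detection.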
# PI5P4K alpha inh: PI5P4K alpha (human) kinase inhibition | max response, % | PI5P4Kalpha enzyme, ADP-Glo luminescence, 60 min; active compounds read low | P48426 | 1.2% of 330,000 active; active = max response of -50% or lower; inconclusive = between -30% and -50%; inactive = -30% or higher; note: value at the top dose of about 77 µM; % is set by controls: 0 for no effect and ±100 for the full control effect
#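 ADP-Glo luminescence end-point after a 60 min room-temperature kinase reaction. PI5P4Kalpha and substrate in HEPES pH 7.4 buffer with EGTA, 0.1% CHAPS and 5% DMSO; ATP at 5 microM final.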
# GLP1R inv ag: acts as inverse agonist at human GLP-1 receptor | 1.6% of 410,000 active | Potency, µM (highest dose often 38.3 µM), for the others: at the highest dose activity change, negative = inhibition, usual class: inhibitors | P43220 | HEK293 GLP-1R CRE-luciferase, luminescence, 24 h; GLP-1R form is constitutively active; note: potency is the fitted concentration of half-maximal effect; % is set by controls: 0 for no effect and ±100 for the full control effect; nearly all actives have a fitted effect of over 55% in size
#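 Constitutively active GLP-1R drives a cAMP-responsive luciferase in stably transfected HEK293 cells; test compounds are added after overnight (12 h) attachment and left 24 hr, and signal loss in luminescence marks inhibition.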
# GLP1R cytotox: cytotoxicity counter-screen for GLP-1 receptor inverse agonists. AID 624418. HEK293 cAMP-luciferase reporter cells, luminescence, 24 h. 0.13% of 410,000 active. Potency, µM (doses to about 38.3 µM), without a hit: at the top dose activity change, negative = inhibition, usual class: inhibitors;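 note: loss of luciferase light is scored as toxicity; potency is the fitted concentration of half-maximal effect; % is set by controls: 0 for no effect and ±100 for the full control effect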
#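 MLSMR compounds, 24 hr on cells at 37 deg C/5% CO2; luminescence after luciferase reagent (12 min RT). Inhibition counted as the undesired cytotoxic outcome.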
# WRN inhibitor: inhibitors of human WRN helicase; Potency, µM (doses to about 114 µM), inactives show at the highest dose activity change, negative = inhibition, actives largely listed as inhibitors; WRN helicase unwinding, fluorescent forked duplex, kinetic; 0.46% of 360,000 active; note: potency is the fitted concentration of half-maximal effect; % is set by controls: 0 for no effect and ±100 for the full control effect; nearly all actives have a fitted effect of over 55% in size
#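 Primary qHTS, 1536-well format. 20 nM WRN + compound, 15 min RT; start with 100 nM forked fluorophore/quencher duplex, 2 mM ATP (final); kinetic read ex 525/em 598 nm.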
# D3 ag: activates the human D3 dopamine receptor; D3R DiscoveRx beta-arrestin cells, luminescence, 90 min; max activation, %; 0.58% of 410,000 active; in the data active = max activation above about 30%; note: 0% is about no effect; mostly tested at two doses, the higher about 12 µM
#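 Cells at 1500/well, incubated overnight, then treated with pinned compounds (dopamine as control) for 90 min at 37 degrees C. DiscoveRx reagent added for 30 - 60 minutes at room temperature; luminescence read.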
# PLK1 PBD block: PLK1 (human) polo-box domain binding inhibition; Potency, µM, for the others: max response, negative = inhibition, most hits filed as inhibitors; AID 720504; Plk1 PBD binding of FITC phosphopeptide, fluorescence polarization; P53350; 2.8% of 360,000 active; note: potency is the fitted concentration of half-maximal effect; series mostly up to about 57 µM; % is set by controls: 0 for no effect and ±100 for the full control effect; nearly all actives have a fitted effect of over 65% in size
# Target sequence (P53350 whole entry, looked up, the tested form may be a part): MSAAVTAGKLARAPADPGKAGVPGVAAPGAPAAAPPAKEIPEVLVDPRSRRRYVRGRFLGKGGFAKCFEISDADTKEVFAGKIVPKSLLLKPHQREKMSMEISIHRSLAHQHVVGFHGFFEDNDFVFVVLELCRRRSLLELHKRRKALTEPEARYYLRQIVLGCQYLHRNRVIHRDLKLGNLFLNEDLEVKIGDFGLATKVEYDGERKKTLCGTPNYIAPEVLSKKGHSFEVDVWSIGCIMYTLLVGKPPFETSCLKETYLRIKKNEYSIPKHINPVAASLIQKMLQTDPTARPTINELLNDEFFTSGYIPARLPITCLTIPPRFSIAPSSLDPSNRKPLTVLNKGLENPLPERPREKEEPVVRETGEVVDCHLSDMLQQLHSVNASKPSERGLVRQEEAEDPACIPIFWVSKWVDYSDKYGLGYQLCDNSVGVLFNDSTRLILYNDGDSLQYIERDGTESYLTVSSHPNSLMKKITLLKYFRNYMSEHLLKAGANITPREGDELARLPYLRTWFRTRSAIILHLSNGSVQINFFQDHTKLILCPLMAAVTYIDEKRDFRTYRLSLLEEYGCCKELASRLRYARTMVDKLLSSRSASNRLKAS
# IL2 activator: activates IL-2 in a cell-based reporter assay; activation, % (series mostly up to about 46 µM); 0.065% of 360,000 active; IL-2 activation reporter assay, cell-based qHTS; stimulated with anti-CD3/CD4/CD28 beads; in transgenic mouse T cells; in the data active = activation above about 50%; inconclusive = mostly about 30% to 49%; note: 0% is about no effect
#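 First, unstimulated transgenic mouse T cells were exposed to compound for 60 min. Next, anti-CD3/anti-CD4-coated beads with anti-CD28 were added. Finally, after 18 h at 37 degrees C, EGFP and DsRed were imaged.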
# * marks the source's active call; other numbers are inactive results; u = inconclusive; x = no result given; & = joins results of further samples; [ ] = remark or other dose. Unless noted, calls come from the whole dose curve; as a rule, active = well fitted curve in the direction sought with a large enough effect; inconclusive = small, poorly fitted or top-dose-only effect, or another doubt; inactive = no such curve, though single readings can be large; an effect the other way counts as inactive or inconclusive. Random draw from the library. Share with any hit: about 7.8%.
# The opening four entries, to show the layout:
Compound	GLP1R inv ag	IL2 activator	PI5P4K alpha inh	DRD3 antagonist	D3 ag	WRN inhibitor	GLP1R cytotox	GLP-1R agonist	PLK1 PBD block
Cc1cccc(C2Nc3ccccc3C(=O)N2c2ccccc2)n1 (stereo not drawn)	6%	-0.2	x	14	14	-6%	0%	-2%	5%
O=C(CSc1nnnn1-c1ccc(C(=O)O)cc1)NC1CCCCC1	-9%	0.8	-2	17	1	5%	2%	-1%	2%
COc1ccc(C(C)=O)cc1COC(=O)C1CCN(C(=O)c2ccc(Cl)cc2)CC1	-3%	0.7	0	-10	0	2%	-32%	-1%	-8%
COc1ccc(-c2nnn(CCC(=O)O)n2)cc1	57%[activator]	-0.8	x	19	-30	-7%	6%	-16%	-11%

# Results, from the first entry:
Compound	GLP1R inv ag	IL2 activator	PI5P4K alpha inh	DRD3 antagonist	D3 ag	WRN inhibitor	GLP1R cytotox	GLP-1R agonist	PLK1 PBD block
Cc1cccc(C2Nc3ccccc3C(=O)N2c2ccccc2)n1 (stereo not drawn)	6%	-0.2	x	14	14	-6%	0%	-2%	5%
O=C(CSc1nnnn1-c1ccc(C(=O)O)cc1)NC1CCCCC1	-9%	0.8	-2	17	1	5%	2%	-1%	2%
COc1ccc(C(C)=O)cc1COC(=O)C1CCN(C(=O)c2ccc(Cl)cc2)CC1	-3%	0.7	0	-10	0	2%	-32%	-1%	-8%
COc1ccc(-c2nnn(CCC(=O)O)n2)cc1	57%[activator]	-0.8	x	19	-30	-7%	6%	-16%	-11%
O=C(/C=C/c1ccccc1)NC(NC(=S)Nc1ccc(Cl)cc1Cl)C(Cl)(Cl)Cl (stereo not drawn)	u	0.0	-15	-10	-4	-18%	u	-10%	13µM*
O=C(COc1ccc2c3c(c(=O)oc2c1)CCC3)NCCCN1CCCC1=O	65%[activator]	-2.1	-1	2	9	-3%	4%	16%	-4%
COc1ccc(CNC(=O)CCCN2C(=O)c3ccccc3C2=O)cc1	22%	-1.6	4	-6	-2	1%	-9%	12%	-14%
COc1ccc(NC(=O)CSc2nc(O)cc(=O)n2-c2ccc(OC)cc2)cc1	19%	0.9	-19	5	6	-24%	3%	1%	-3%
CC(=O)Nc1cccc(C(=O)OC2CCOC2=O)c1 (stereo not drawn)	9%	-0.8	5	-8	-3	8%	0%	-3%	-1%
CCN(CC)CCNC(=O)Cn1cnc2sc(C)c(S(=O)(=O)N3CCN(c4ccccc4OC)CC3)c2c1=O	13%&0%	0.0	1	-1	-7&4	1%[57.1 µM]	-2%&1%	14%	4%
CCCCCCC(O)(c1ccc(OC)cc1)C(CN1CCOCC1)c1ccccc1 (stereo not drawn)	u	-4.1	20	-17	-11	-8%	u	6%	-15%
CCOc1ccc(NC(=O)c2ccc3c(c2)N(Cc2ccc(F)cc2)C(=O)CS3=O)cc1 (stereo not drawn)	-7%	0.7	-5	15	5	-2%	-9%	0%	-5%
O=C(CCNS(=O)(=O)c1cccs1)N1CCc2ccccc2C1	6%	0.5	-3	19	-7	-7%	-14%	-7%	1%
COc1ccc(-c2ccc(=O)n(Cc3ccc([N+](=O)[O-])cc3)n2)cc1	0%	0.7	1	6	0	-7%	-15%	15%	-7%
CC(NC(=O)Nc1ccc(F)cc1)C(c1cccs1)N1CCCC1 (stereo not drawn)	-30%	-0.5	3	-14	-24	-29%[57.1 µM]	-9%[1.53 µM]	-10%	0%
Cc1ccc(CSc2nnc(C)c(=O)[nH]2)cc1	4%	0.5	-2	0	2	8%	12%	-3%	-19%
CN1C(=O)c2cccc3c(N(C)C)ccc(c23)C1=O	36%[activator]	4.3	1	6	1	-9%	313%[activator]	15%	-4%
CCCC(C)C(=O)Nc1ncc(S(=O)(=O)c2ccc([N+](=O)[O-])cc2)s1 (stereo not drawn)	-60%	4.3	3	7	-2	1%	u	-1%	-10%
N/C(=N\OC(=O)c1cccc(F)c1)c1ccccc1	6%	0.5	0	0	-5	-10%	3%	1%	2%
C#CCSc1nc2sc3c(c2c(=O)n1C)CCC3	-8%	-3.6	u	7	1	-28%	-6%	7%	-13%
COc1ccc(-c2nc3ccccc3c(=O)n2CCN2CCOCC2)cc1	88%[activator]	-2.9	x	-5	-1	152%[activator]	-16%	2%	-11%
O=C(Nc1ccccc1NC(=O)C1CCCO1)c1ccco1 (stereo not drawn)	-2%	-0.2	5	5	0	-4%	-2%	8%	-13%
O=c1cc(N2CCN(c3ccc(F)cc3)CC2)[nH]c(=O)n1Cc1ccc(F)cc1	u	-1.5	-4	16	-1	-6%	-10%	-6%	-8%
COc1cc(OC)cc(C(=O)NC2CCCN(Cc3ccc(Cl)cc3)C2)c1 (stereo not drawn)	11µM*	-0.2	0	-6	-16	0%	-20%	9%	-1%
COc1ccc(Cl)cc1NC(=O)c1nnn(CC(=O)Nc2ccc(OC)c(OC)c2)c1N	-10%	0.5	-3	8	2	3%	-29%	-2%	6%
O=C(CC(=O)NN=Cc1ccc2c(c1)CCC2)NN=Cc1ccc2c(c1)CCC2	1%	-3.5	6	6	3	-1%	-7%	-6%	0%
CC(CCc1ccc(O)cc1)N1CCC(Oc2ccc(C(=O)N3CCCC3)cc2)CC1 (stereo not drawn)	-46%	3.0	2	5	73*	-3%	u	8%	0%
Cc1ccc(NC(=O)CSCC(=O)N(C)CC(=O)Nc2cccc3ccccc23)cc1	-8%	0.6	4	-8	-6	13%	6%	10%	-20%
N#Cc1ccc(S(=O)(=O)N2CCN(c3ncccn3)CC2)cc1	1%	1.6	2	0	1	8%	4%	-6%	0%
OCCOCCn1c2ccccc2c2ccccc21	u	0.1	-1	-16	7	6%	11%	0%	-4%
CN(C)c1nc(N)nc(-c2ccco2)n1	37%[activator]	-0.1	-3	2	8	8%	-6%	1%	-1%
COc1ccc([N+](=O)[O-])cc1NS(=O)(=O)c1cc(C(=O)NCc2cccnc2)ccc1Cl	2%	1.9	1	-11	-4	-8%	-4%	-2%	-22%
COc1ccc(-c2nc(SC(C)C(=O)NCC3CCCO3)n[nH]2)cc1 (stereo not drawn)	u	0.0	1	-9	3	-6%	u	-9%	0%
CCOC(=O)c1c(CSc2ccccc2)n(C)c2ccc(O)c(CN3CCOCC3)c12	-13%	-3.5	3	-14	-4	3%	1%	15%	-1%
Cc1ccc(C)c(-n2c(Cc3cc(=O)[nH]c(=O)[nH]3)nnc2SCC(=O)NCc2ccco2)c1	7%	-1.0	-14	1	1	-15%	-5%	4%	-15%
CCn1nnc(-c2ccccc2NC(=O)c2cc(OC)c(OC)c(OC)c2)n1	64%[activator]	-1.6	x	16	12	-15%	11%	19%	-2%
CCOc1ccc(N(Cc2cc3cc(OC)ccc3[nH]c2=O)C(=O)C2CCCO2)cc1 (stereo not drawn)	21%	-0.4	-2	u	4	-3%	3%	12%	-3%
O=C(NCC1CCCO1)c1nn2c(C(F)(F)F)cc(-c3ccc(Br)o3)nc2c1Br (stereo not drawn)	6%	17	-5	3	2	-25%	19%	7%	-18%
O=C(NCc1ccccc1Cl)C1(S(=O)(=O)c2ccc(Cl)cc2)CC1	u	0.2	-2	7	3	-2%	-3%	14%	-9%
O=C(NC12CC3CC(CC(C3)C1)C2)N1CCN(c2ncccn2)CC1	4%	-2.3	1	2	0	-2%	-14%	8%	1%
CN(C)S(=O)(=O)c1ccc(N2CCCC2)c(C(=O)NNC(=O)COc2ccccc2Cl)c1	26%	-0.5	-1	38	5	-13%	4%	-12%	-3%
S=C(N/N=C/c1ccc(Cl)cc1)N1CCOCC1	-1%	-3.2	-4	15	8	2%	-21%	1%	-10%
O=C(NNC(=O)NC1CCCCC1)NC1CCCCC1	5%	-0.4	0	1	2	-2%	3%	-4%	-1%
Cc1ccc(-n2c(SCC(=O)Nc3cc(S(=O)(=O)N4CCOCC4)ccc3Cl)nc3ccccc3c2=O)cc1	18%	0.1	6	-9	-1	-21%	2%	1%	-6%
CCCc1cc(C(=O)NCCc2ccc(OC)c(OC)c2)no1	15%	-0.3	2	32	4	5%	-30%	13%	0%
CCCCc1c(O)nc(SCC(=O)O)[nH]c1=O	1%	1.2	-23	5	-11	-6%	-2%	0%	-13%
CCN(CC)c1ccc(S(=O)(=O)Nc2cc(Cl)ccc2Cl)cc1NC(=S)NC(=O)C1CCCC1	5µM*	-1.6	-21	-3	-2	-22%	-10%	-16%	9.5µM*
CCn1c2ccccc2c2cc(C3N=C(N)Nc4nc5ccccc5n43)ccc21 (stereo not drawn)	2%	2.7	x	-12	1	0%	6%	-1%	0%
Cc1ccc(-n2ncc3c2CCCC3NC(=O)CCc2cnn(C)c2)cc1C (stereo not drawn)	6%	3.6	-5	-2	-3	-2%	8%	9%	-2%
O=C(/C=N/NC(=O)c1ccccc1Br)c1ccccc1	5%	-0.5	3	13	3	-9%[57.1 µM]	-6%	0%	5%
CSc1ccccc1-c1nc(-c2ccncc2)no1	32%[activator]	-3.1	4	12	11	3%	19%	19%	-4%
CN1c2ccsc2/C(=N/Nc2ccc(F)cc2)CS1(=O)=O	6%	-0.3	u	5	4	u	1%	16%	27µM*
CCOC(=O)c1cc(-c2ccccc2)sc1NC(=O)c1cc(OC)c(OC)c(OC)c1	10%	-0.2	-7	17	6	-18%[57.1 µM]	-5%[1.53 µM]	-6%	4%
CCN(CC)S(=O)(=O)c1cc(NS(=O)(=O)c2ccc(Cl)c(C(=O)O)c2)ccc1C	1%	0.0	0	1	4	-6%	5%	0%	-1%
COc1ccc(NS(=O)(=O)c2ccc(C)c(C(=O)NNC(=O)c3csc(N4CCOCC4)n3)c2)cc1	50%[activator]	-2.0	3	-7	-4	-8%	4%	17%	-6%
